ROMK mod = human ROMK K+ channel modulation, primary screen | AID 1918 | P48048 | B-score at 10 µM | Tet-inducible ROMK, thallium flux fluorescence; actives lie on both sides | 130,000 compounds, 2% hits;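 active means signal ratio slope over the read window, or its plate-corrected B-score, at least 3 SD from the plate mean, either direction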;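 further: B-score of the F/F0 ratio slope over 7 to 12 s after thallium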
Target sequence (P48048 whole entry, looked up): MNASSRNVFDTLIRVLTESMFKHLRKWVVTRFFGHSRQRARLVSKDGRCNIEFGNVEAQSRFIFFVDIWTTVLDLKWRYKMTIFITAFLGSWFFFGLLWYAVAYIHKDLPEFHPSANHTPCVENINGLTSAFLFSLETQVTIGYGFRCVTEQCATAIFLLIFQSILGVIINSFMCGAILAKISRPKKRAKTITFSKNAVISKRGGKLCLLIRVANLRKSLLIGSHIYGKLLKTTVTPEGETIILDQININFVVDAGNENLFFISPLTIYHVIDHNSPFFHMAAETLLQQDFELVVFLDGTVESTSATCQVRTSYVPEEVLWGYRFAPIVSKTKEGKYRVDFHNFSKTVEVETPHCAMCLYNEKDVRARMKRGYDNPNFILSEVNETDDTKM
STAT3 blocker = STAT3 signaling inhibition; U3A cells, IL-6 STAT3-luciferase reporter, luminescence; host cell line lacks STAT1; inhibition, % at 5.5 µM; 190,000 compounds, 0.89% hits; AID 862;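 active means inhibition above the mean inhibition across all screened compounds plus 3 SD, cut at about 44% in these data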;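 further: 0% = DMSO only wells and 100% = 100 µM nifuroxazide control wells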
bIAP act = increases bovine intestinal alkaline phosphatase activity; activation factor at 20 µM; AID 1016; purified bovine IAP, CDP-star luminescence, 30 min; hits give high values; fold of DMSO-control signal, blank-subtracted; 200,000 compounds, 0.17% hits;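 active means activation factor of 2 or more at 20 µM, a signal rise over negative controls twice the positive control's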
STAT3 act = STAT3 signaling activation; U3A cells, IL-6 STAT3-luciferase reporter, luminescence; 100% = signal with IL-6 EC80 alone; activation (% of control), % at 5.6 µM; 190,000 compounds, 0.91% hits;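 active means activation above the screen-wide mean of compound activation plus 3 SD, cut at about 130% in these data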;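 further: 0% = background luminescence of wells with medium and substrate only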
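Material: human STAT1-deficient U3A cells with stable STAT3-luciferase reporter / Probe or stimulus: IL-6 stimulus at 33 ng/mL final / Schedule: 1 h compound pre-exposure, 6 h IL-6 stimulation, 37 °C / Technique: luminescence / Read-out basis: percent of IL-6-only median luminescence / Control set: IL-6-only high control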
PPARg SRC3 recr = promotes SRC-3 coactivator recruitment by human PPARgamma | P37231 | biochemical PPARgamma/SRC-3 coactivator recruitment assay | activation, % at 8 µM | 200,000 compounds, 0.26% hits | AID 731; in the data active means activation above about 23%;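 further: 0% = DMSO and 100% = reference agonist; some compounds past the cut are filed as inactive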
PPARg SRC1 recr = agonists of human PPARgamma SRC-1 coactivator recruitment; P37231; PPARgamma-SRC-1 coactivator recruitment biochemical assay; activation, % at 8 µM; 200,000 compounds, 0.41% hits; AID 631; in the data active means activation above about 19%;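 further: 0% = DMSO and 100% = reference agonist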
SRC2 TRFRET art = TR-FRET artefact, counter-screen to PPARgamma/SRC-2 agonist assay | AID 1049 | 200,000 compounds, 0.4% hits | hits give high values | TR-FRET ratio at 8 µM; in the data active means TR-FRET ratio above about 2000; further: inactives centre near 1500
PPARg SRC2 recr = agonists of SRC-2 recruitment by human PPARgamma; AID 1032; 200,000 compounds, 0.34% hits; PPARgamma LBD-SRC-2 recruitment, biochemical; P37231; activation, % at 8 µM; in the data active means activation above about 22%;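 further: 0% = vehicle and 100% = reference agonist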
bIAP inh = intestinal alkaline phosphatase (bovine) inhibition. 190,000 tested, under 10 active. inhibition, % at 20 µM. purified bovine IAP, CDP-star luminescence, 30 min;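 active means over 50% inhibition of intestinal alkaline phosphatase at 20 µM in the single-dose screen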
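test system = bovine IAP enzyme | medium = DEA buffer 100 mM, pH 9.8, with MgCl2 1.0 mM, ZnCl2 0.02 mM | detection = luminescence | dosing = single compound dose of 20 µM, 2% DMSO final | incubation = 30 min reaction at room temperature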
TNAP act hi DEA = TNAP (human) activation, high acceptor | P05186 | purified TNAP, CDP-star luminescence, 1 M DEA, 30 min; hits give high values; 0 = EDTA background, 1 = DMSO-only activity | activation factor at 20 µM | 200,000 tested, under 10 active;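 active means activation factor at least 2 at 20 µM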
Target sequence (P05186 whole entry, looked up): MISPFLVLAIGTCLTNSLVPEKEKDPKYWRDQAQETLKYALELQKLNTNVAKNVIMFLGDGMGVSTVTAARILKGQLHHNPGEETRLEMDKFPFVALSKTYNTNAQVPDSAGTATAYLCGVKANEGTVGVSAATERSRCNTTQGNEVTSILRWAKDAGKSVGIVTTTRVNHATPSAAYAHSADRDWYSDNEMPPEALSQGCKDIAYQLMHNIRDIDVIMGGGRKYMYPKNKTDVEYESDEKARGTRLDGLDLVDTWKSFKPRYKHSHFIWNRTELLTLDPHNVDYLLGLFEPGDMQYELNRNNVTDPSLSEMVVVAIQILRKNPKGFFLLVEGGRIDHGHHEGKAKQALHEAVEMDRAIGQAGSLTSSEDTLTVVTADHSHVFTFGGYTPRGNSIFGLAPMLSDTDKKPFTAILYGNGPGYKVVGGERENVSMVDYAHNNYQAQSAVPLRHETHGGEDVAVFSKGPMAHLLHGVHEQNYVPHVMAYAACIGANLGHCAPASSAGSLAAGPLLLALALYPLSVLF
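system = human TNAP | amount = enzyme diluted 1/800 final | reagent = 100 µM CDP-star substrate | signal = luminescent substrate turnover signal | dosing = one dose, 20 µM | benchmarks = EDTA negative control, DMSO positive control | measure = activation factor | timing = 30 min reaction, room temperature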
STAT1 inh = reduces IFN-gamma driven STAT1 reporter signal; NIH 3T3 STAT1-luciferase reporter, luminescence; inhibition, % at 5.5 µM; 200,000 compounds, 0.35% hits;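 active means inhibition above a set limit, the mean inhibition across all tested compounds plus 3 SD, cut at about 34% in these data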;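 further: 0% = IFN-gamma with DMSO and 100% = IFN-gamma with 300 µM nifuroxazide; values of inactives mirror those of a sister screen read the other way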
* marks the source's active call; other numbers are inactive results; nt = no result given.

SMILES | ROMK mod | STAT3 blocker | bIAP act | STAT3 act | PPARg SRC3 recr | PPARg SRC1 recr | SRC2 TRFRET art | PPARg SRC2 recr | bIAP inh | TNAP act hi DEA | STAT1 inh
O=C1N2CCSC2=NC1(NS(=O)(=O)c1ccccc1)C(F)(F)F (centres undefined) | 1.95 | -0.6 | 1 | 102.1 | 8.9 | 5.5 | 1538 | -5.9 | -0.7 | 1 | 4.4
COc1ccc(-c2cc(N3C(=O)Nc4ccccc4N3O)n[nH]2)cc1 | nt | 0.4 | 1 | 99.1 | -6.2 | -0.6 | 1669 | -6.0 | -3.8 | 1 | -1.3
Cc1ccc(NC(=O)CSc2nc3ccccc3c3nc4ccccc4n23)cc1 | 0.391 | 4.4 | 1 | 100.3 | -6.2 | 4.2 | 1505 | 8.6 | -2.3 | 1.1 | -8.2
COc1ccc(/C=N/NC(=O)c2cccnc2)cc1CN1CCCc2ccccc21 | 0.254 | 15.6 | 1.1 | 90.6 | 2.2 | 15.5 | 1572 | 1.4 | -9.7 | 1 | 16.2
O=C(c1cnn2c(C(F)F)cc(-c3ccccc3)nc12)N1CCOCC1 | nt | 1.8 | 0.9 | 100.1 | 6.4 | 0.0 | 1389 | -0.9 | 7.8 | 1 | 4.5
O=c1nc(-c2ccccc2)c2ccccc2[nH]1 | nt | 0.7 | 0.9 | 102.9 | 1.6 | -1.6 | 1478 | 2.8 | 9.9 | 1 | -5.0
CCOC(=O)N1CCC(Nc2c(NCCCN3CCN(C4CCCCC4)CC3)c(=O)c2=O)CC1 | 0.935 | 1.3 | 1.2 | 103.2 | -1.6 | -2.1 | 1595 | 0.0 | -19.7 | 1 | 0.1
COc1cc(/C=N/n2nnnc2N)ccc1OCc1c(C)no[n+]1[O-] | nt | 9.1 | 1 | 94.1 | 2.4 | 6.0 | 1502 | 3.4 | 0.1 | 1 | -0.9
CCN(CC)S(=O)(=O)c1cc(F)ccc1OC | nt | 8.8 | 0.9 | 95.1 | -3.4 | -1.5 | 1552 | 2.2 | 7.3 | 1 | -1.6
COc1cc(NC(=O)c2cccc(Cl)c2)c(OC)cc1NC(=O)CN1CCCCC1 | -0.98 | 14.7 | 1.2 | 89.4 | 1.3 | 3.4 | 1599 | 3.9 | -15.2 | 1 | 4.1
Cc1noc(C)c1CSc1nnc2c(C)cc3ccccc3n12 | nt | 6.8 | nt | 97.9 | -3.5 | -2.8 | 1509 | -3.4 | nt | nt | -1.4
CC1CN(S(=O)(=O)c2ccc(Cl)c(S(=O)(=O)N3CC(C)OC(C)C3)c2)CC(C)O1 (centres undefined) | nt | 10.7 | 1 | 95.8 | -6.1 | 3.6 | 1546 | 11.6 | 4.3 | 1 | -7.1
Cn1ccnc1SCc1cn2ccccc2n1 | 0.419 | 2.6 | 1 | 103.2 | 0.6 | -3.4 | 1360 | 12.1 | 3.9 | 1 | -48.2
C/C(=N\NC(=O)CC1N=C(Cc2ccccc2)NNC1=O)c1ccc(C)cc1 (centres undefined) | nt | 2.0 | 1 | 101.9 | -1.3 | 1.3 | 1625 | 0.0 | -4.9 | 1 | -7.0
CC(=O)C1=C(C)NC(=O)CC1c1ccc(F)cc1 (centres undefined) | -0.168 | 3.7 | 0.9 | 102.4 | 2.3 | 8.7 | 1605 | 9.1 | 9.2 | 1.1 | 4.9
Cc1ccc(CN2CC34C=CC(O3)C(C(=O)NCc3ccco3)C4C2=O)cc1 (centres undefined) | -1.26 | 7.6 | 1 | 96.1 | -3.3 | -0.8 | 1574 | 5.7 | 0.7 | 1 | 7.6
CCn1c(SCC(=O)NC(C)c2ccccc2)nc2ccccc21 (centres undefined) | -0.891 | 3.4 | 0.8 | 96.0 | 13.8 | 5.9 | 1608 | 4.7 | 15.0 | 1 | 9.9
CCOC(=O)C(Cc1ccccc1)NC(=O)CCc1c(C)nc2nc(C)nn2c1C (centres undefined) | nt | 0.1 | 1 | 101.2 | 8.2 | 5.0 | 1482 | 2.8 | 3.2 | 1 | 0.0
Cc1cc2ccccc2nc1Br | -0.708 | 11.9 | 1 | 92.9 | 5.9 | 3.5 | 1676 | 4.0 | 4.3 | 1 | 6.3
COc1ccc(NCC(=O)N/N=C/C=C/c2ccccc2[N+](=O)[O-])cc1 | -0.62 | 9.7 | 1 | 95.6 | 6.2 | 1.9 | 1651 | 4.3 | -3.9 | 1 | 2.7
COc1ccc(OCCSc2nc(N)cc(N)n2)cc1 | -0.807 | 1.4 | 0.8 | 104.9 | 4.5 | 0.1 | 1467 | 7.8 | 16.9 | 1 | -23.2
COc1cc(C(=O)N2CCCC(c3nc(-c4cccs4)no3)C2)cc(OC)c1OC (centres undefined) | nt | 7.5 | 1.1 | 95.5 | -15.1 | 2.2 | 1362 | -3.0 | -9.8 | 1 | -3.9
Brc1ccc(-c2csc(/N=C/N3CCCC3)n2)cc1 | -0.741 | 21.2 | 0.9 | 82.9 | 3.6 | 2.7 | 1519 | 7.1 | 7.6 | 1 | -33.5
O=C(COc1ncnc2ccccc12)Nc1cc([N+](=O)[O-])ccc1Cl | 0.0977 | -1.3 | 1 | 104.5 | 3.5 | 5.0 | 1592 | 4.8 | 0.5 | 1 | 1.2
CC(=O)NN=C1CCC(c2ccccc2)CC1 (centres undefined) | 1.36 | 6.7 | 1 | 93.3 | 7.1 | -2.3 | 1517 | -1.2 | 3.7 | 1 | 5.6
Cc1ccccc1CN1CCN(C/C=C/c2ccccc2)CC1 | -0.926 | 5.0 | 1 | 100.8 | 1.1 | 5.0 | 1538 | 7.5 | -0.1 | 1 | 8.1
Cc1cccc(C)c1OCc1nc2ccccc2c(=O)n1/N=C/c1ccc(OCC(=O)O)cc1 | 0.636 | 13.7 | 1.2 | 87.7 | -3.4 | -3.7 | 1447 | -1.6 | -18.7 | 1.1 | -3.0
Cc1ccc(CN2CCN(Cc3ccccc3C(F)(F)F)CC2)cc1 | -0.0113 | -6.9 | 0.9 | 106.0 | 1.4 | 5.3 | 1476 | -6.0 | 10.9 | 1.1 | 4.4
COc1ccc(C(=O)COc2ccccc2C(=O)Nc2ccccc2)cc1 | -0.00644 | 9.7 | 0.9 | 96.8 | -1.4 | -1.6 | 1612 | 4.7 | 8.2 | 1.1 | -2.8
O=C(NC(=S)Nc1ccc(N2CCCCC2)cc1)c1ccco1 | nt | 20.4 | 0.9 | 87.8 | 12.4 | 5.3 | 1695 | 6.4 | 13.2 | 1 | -35.3
COc1ccc(CN(Cc2cc3cc(OC)c(OC)cc3[nH]c2=O)C(=O)NC2CCCCC2)cc1 | 0.656 | -9.8 | 1 | 106.7 | -5.8 | 0.8 | 1312 | 3.5 | -1.0 | 0.9 | -2.9
Cc1cccc(NC(=S)N2N=CCC2c2ccccc2)c1 (centres undefined) | nt | -10.2 | 0.9 | 111.8 | 3.1 | 2.7 | 1490 | 7.9 | 10.9 | 1 | -17.4
COCc1cc(C)nc2sc(C(=O)N3CCCCC3)c(N)c12 | nt | 6.5 | 1 | 95.5 | 1.6 | 1.9 | 1379 | -0.5 | -4.6 | 1 | 1.1
COc1cc(OC)cc(C(=O)NC2CCN(Cc3nnnn3Cc3ccc(F)cc3)CC2)c1 | 1.09 | -1.0 | 1 | 104.8 | 3.8 | 1.4 | 1709 | 4.6 | 4.9 | 1.1 | 2.8
CCC(c1nnnn1C(C)(C)C)N1CCN(C2CCCC2)CC1 (centres undefined) | nt | 0.3 | 1.1 | 103.4 | -3.7 | 9.3 | 1499 | 8.5 | -5.7 | 1 | -3.4
Cc1ccc2c(c1)CCCN2C(=O)NC1CCCCC1 | 1.21 | 14.2 | 1 | 97.1 | -3.7 | 9.9 | 1608 | 6.2 | 0.3 | 1.1 | 10.2
COc1ccc(CCNC(=O)/C(=C/c2cccnc2)NC(=O)c2ccccc2)cc1 | -0.0132 | -2.0 | 1.3 | 102.0 | 4.3 | 5.9 | 1657 | 7.4 | -28.8 | 1 | 4.3
O=c1[nH]c2ccc(NS(=O)(=O)c3ccc([N+](=O)[O-])cc3)cc2[nH]1 | 0.584 | 8.8 | 1.2 | 102.8 | 2.2 | -1.6 | 1372 | -5.3 | -16.0 | 1 | -4.8
CCOC(=O)COC(=O)c1ccc(O)cc1 | -0.143 | -8.0 | 0.9 | 110.3 | -1.7 | -4.1 | 1470 | -6.3 | 11.2 | 1 | -9.1
CNC(C)c1ccc(S(N)(=O)=O)cc1 (centres undefined) | 0.269 | 13.2 | 1 | 96.2 | 5.2 | 3.7 | 1726 | 4.6 | 1.1 | 1 | -1.3
Cc1cc(C)nc(N/N=C/c2cc(C)n(CC(F)(F)F)c2C)n1 | 1.42 | -5.1 | 1.1 | 105.6 | 2.9 | 6.5 | 1604 | 5.3 | -13.3 | 1 | 8.3
Cc1nc(Nc2ccc3c(c2)OCCO3)c2oc3ccccc3c2n1 | -0.336 | 15.5 | 1.1 | 89.7 | 9.0 | -0.8 | 1555 | 3.3 | -7.9 | 1 | -10.7
COC(=O)CSc1nnc2n(C3CCCCC3)c(=O)c3c4c(sc3n12)CCCC4 | 0.0295 | 0.1 | 1 | 102.4 | -0.7 | 8.6 | 1448 | -3.3 | -0.1 | 1 | 2.8
C=CCNC(=S)NNc1nc2c(c(=O)[nH]1)C1(CCCC1)Cc1ccccc1-2 | -1.83 | -2.4 | 0.9 | 105.2 | -0.5 | 3.0 | 1490 | -4.5 | 10.5 | 1 | 5.6
O=C(Nc1ccc(C(=O)NN2C(=O)c3ccccc3C2=O)cc1)c1ccccc1 | 0.0143 | 10.0 | 1.2 | 101.6 | 5.4 | -8.5 | 1413 | -6.2 | -20.6 | 1 | -0.8
CCn1c(COc2ccccc2Cl)nnc1SCC(=O)Nc1ncccc1C | -0.259 | 3.3 | 0.9 | 97.4 | 4.6 | 1.8 | 1701 | 1.7 | 13.9 | 1 | -4.1

Sorted by molar mass (lowest first): three of the compounds above.
SMILES | ROMK mod | STAT3 blocker | bIAP act | STAT3 act | PPARg SRC3 recr | PPARg SRC1 recr | SRC2 TRFRET art | PPARg SRC2 recr | bIAP inh | TNAP act hi DEA | STAT1 inh
CCOC(=O)COC(=O)c1ccc(O)cc1 | -0.143 | -8.0 | 0.9 | 110.3 | -1.7 | -4.1 | 1470 | -6.3 | 11.2 | 1 | -9.1
Cc1nc(Nc2ccc3c(c2)OCCO3)c2oc3ccccc3c2n1 | -0.336 | 15.5 | 1.1 | 89.7 | 9.0 | -0.8 | 1555 | 3.3 | -7.9 | 1 | -10.7
COC(=O)CSc1nnc2n(C3CCCCC3)c(=O)c3c4c(sc3n12)CCCC4 | 0.0295 | 0.1 | 1 | 102.4 | -0.7 | 8.6 | 1448 | -3.3 | -0.1 | 1 | 2.8

Assay outcomes as filed in PubChem BioAssay.
